pAkt inh – blocks phosphorylation of Akt; Neuro2A IGF-stimulated pAkt S473 HTRF, 20 min; active compounds read low; activity change, % for hits at 50 µM; actives 0.32% (n = 360,000); in the data active = activity change below about -80%; inconclusive = mostly about -51% to -80%; note: % is set by controls: 0 for no effect and ±100 for the full control effect
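Neuro2A cells (4,500/well, DMEM with 0.5% FBS) were treated with compound at a single 50 µM final concentration, stimulated with 6 nM IGF for 20 min at 37 °C, and lysed. Phospho-Akt Ser473 was read by HTRF as 665/615 ratio ×10^4.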
Nrf2 block – blocks Nrf2 signaling; Potency, µM (titrated, usually from 46 µM), without a hit: at the top dose activity change, negative = inhibition, hits mostly inhibitors; AID 504444; actives 2.1% (n = 360,000); A549 ARE-Fluc reporter, luciferase luminescence, 18-24 h; note: potency is the fitted concentration of half-maximal effect; % is set by controls: 0 for no effect and ±100 for the full control effect; nearly all actives have a fitted effect of over 60% in size
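Nrf2 function is reported as luminescence of an ARE-controlled luciferase in A549 cells. Compounds were tested at several concentrations, and a CellTiter-Fluor read on the same wells flagged cytotoxicity.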
CCT chaperon mod – cytosolic chaperonin activity modulation. purified chaperonin ATPase assay, HTRF ADP detection, 30 min. activity change, % (test concentration not listed), hits read low. actives 0.3% (n = 360,000). AID 651819; in the data active = activity change below about -30%; note: % is set by controls: 0 for no effect and ±100 for the full control effect
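ATPase activity: ADP formed was measured by HTRF Transcreener (665/615 nm ratio) after 30 min at 37 deg C with 10 uM ATP. Compounds screened at one 76 uM concentration against 40 or 20 nM TRiC in Tris pH 7.4/KCl/MgCl2/DTT buffer.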
S2 tox – cell viability loss in ATXN counter-screen; S2 cells (HEK-293 line with an ATXN2-luciferase reporter) viability, CellTiter-Fluor protease fluorescence, 24 h; Potency, µM (titrated, usually from 56.7 µM), hits mostly cytotoxic; actives 0.49% (n = 400,000); note: potency is the fitted concentration of half-maximal effect; nearly all actives have a fitted effect of over 40% in size
A549 tox – A549 cytotoxicity, counter-screen for Nrf2 inhibitors. Potency, µM (series often up to 46 µM), for the others: top-dose activity change, negative = cytotoxicity, most hits filed as inhibitors. actives 0.16% (n = 390,000). A549 ARE-Fluc cells, CellTiter-Fluor viability, 18-24 h. AID 504648; note: potency is the fitted concentration of half-maximal effect; % is set by controls: 0 for no effect and ±100 for the full control effect
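A549 ARE-Fluc cells in 5% FBS OPTI-MEM, 5000 cells/well, rested 2 h then exposed to compounds in concentration-response for 18-24 h at 37 °C. Viability by CellTiter-Fluor fluorescence (Ex 405/Em 525) after 30 min; luciferase luminescence (BugLite, 15 min, RT) read afterwards.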
Nrf2 activator – Nrf2 pathway activation; AREc32 ARE-luciferase reporter (MCF7-derived line), luminescence, 24 h; actives 0.31% (n = 410,000); Potency, µM (doses to about 46.1 µM), for the others: at the top dose activation, actives largely listed as activators; note: potency is the fitted concentration of half-maximal effect; % of control where 0% means no effect; nearly all actives have a fitted effect of over 65% in size
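AREc32 cells carrying an ARE-driven firefly luciferase reporter were seeded at 1000 cells/well in OPTI-MEM with 5% FBS, then exposed to compound for 24 hr at 37 deg C. Luminescence was read with Steady-Glo after 30 min at RT.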
HepG2 viability – kills HepG2 cells in TGF-b inhibitor counter-screen | AID 588856 | HepG2 CAGA-GFP viability, ATP luminescence, 18 h | Potency, µM (highest dose often 46.1 µM), without a hit: top-dose activity change, negative = cytotoxicity, actives largely listed as cytotoxic | actives 0.76% (n = 410,000); note: potency is the fitted concentration of half-maximal effect; some results filed as inactive show a strong effect at the top dose
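CellTiter-Glo luminescence gave cytotoxicity after 18 hours at 37 degrees C. The cells were HepG2 CAGA-GFP in 1% FBS DMEM, stimulated with 500 pg/mL TGF-beta after compound addition. %Activity was normalised to no-cell wells (complete cell-killing) and DMSO (no toxicity), and curves were fitted and classified.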
TGFb SMAD3 inh – TGF-b pathway inhibition; HepG2 CAGA-GFP TGF-b/SMAD3 reporter, GFP fluorescence, 18 h; TGF-beta stimulated, 500 pg/mL final; Potency, µM (titrated, usually from 46.1 µM), for the others: at the highest dose activity, negative = inhibition, actives largely listed as inhibitors; actives 1.2% (n = 410,000); AID 588855; note: potency is the fitted concentration of half-maximal effect; % is set by controls: 0 for no effect and ±100 for the full control effect; nearly all actives have a fitted effect of over 65% in size
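Cell-based qHTS in HEPG2 carrying a CAGA-GFP Smad reporter; compounds added before 500 pg/mL final TGF-beta, 18 h incubation at 37 degrees C, GFP fluorescence quantified per cell by imaging cytometry.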
Mm-Cpn inhibitor – blocks the Methanococcus maripaludis chaperonin Mm-Cpn; purified Mm-Cpn ATPase, ADP Transcreener TR-FRET; Potency, µM (series often up to 76.9 µM), without a hit: at the highest dose activity, negative = inhibition, actives largely listed as inhibitors; actives 0.031% (n = 330,000); AID 504842; note: potency is the fitted concentration of half-maximal effect; % is set by controls: 0 for no effect and ±100 for the full control effect; nearly all actives have a fitted effect of over 80% in size
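Quantitative HTS used 25 nM Mm-CPN and 10 uM ATP in magnesium/KCl Tris buffer, pH 7.4, with 1 mM DTT. Hydrolysis ran 30 min at 37°C; ADP was read by HTRF.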
Active calls of the source: *; i = inactive; ? = inconclusive; · = no result given; & = joins results of further samples. Unless noted, calls come from the whole dose curve; as a rule, active = well fitted curve in the direction sought with a large enough effect; inconclusive = small, poorly fitted or top-dose-only effect, or another doubt; inactive = no such curve, though single readings can be large; an effect the other way counts as inactive or inconclusive.

Start of the data: the first 3 entries, ahead of the listing:
SMILES | pAkt inh | Nrf2 block | CCT chaperon mod | S2 tox | A549 tox | Nrf2 activator | HepG2 viability | TGFb SMAD3 inh | Mm-Cpn inhibitor
CC(=O)Nc1ccc(NC(=S)NC(=O)c2ccc([N+](=O)[O-])c(C)c2)cc1 | i | 7% | -3.7 | i | -3% | 4.0% | -35% | -7% | 5%
CCOC(=O)C1=C(C)N(C)C(=S)NC1c1ccc(Cl)cc1 (stereo unspecified) | i | -12% | 0.4 | i | 2% | 0.3% | 3% | -4% | 0%
O=C(COC(=O)COc1ccc(Cl)cc1)NC1CCCCC1 | i | -10% | -2.0 | i | -6% | -0.4% | 2% | 10% | -2%

Main list, previewed entries included:
SMILES | pAkt inh | Nrf2 block | CCT chaperon mod | S2 tox | A549 tox | Nrf2 activator | HepG2 viability | TGFb SMAD3 inh | Mm-Cpn inhibitor
CC(=O)Nc1ccc(NC(=S)NC(=O)c2ccc([N+](=O)[O-])c(C)c2)cc1 | i | 7% | -3.7 | i | -3% | 4.0% | -35% | -7% | 5%
CCOC(=O)C1=C(C)N(C)C(=S)NC1c1ccc(Cl)cc1 (stereo unspecified) | i | -12% | 0.4 | i | 2% | 0.3% | 3% | -4% | 0%
O=C(COC(=O)COc1ccc(Cl)cc1)NC1CCCCC1 | i | -10% | -2.0 | i | -6% | -0.4% | 2% | 10% | -2%
O=C1c2cc(O)c(O)cc2S(=O)(=O)C1c1ccccc1 (stereo unspecified) | i | 4% | -0.8 | i | -6% | 0.3% | 9% | 17% | 0%
COc1ccc(Cl)cc1S(=O)(=O)N1CCN(C)CC1 | i | 2% | 0.3 | i | 5% | -0.9% | 1% | 3% | -1%
N#CCCSCc1ccc(C(=O)O)o1 | i | 2% | 2.1 | i | -1% | -0.5% | -4% | 0% | 1%
CCOC(=O)c1c(C)[nH]c(C)c1C(=O)COC(=O)c1cccc(C)c1O | i | 1% | 0.6 | i | -4% | 5.8% | 1% | -8% | ?
Cc1csc(SCC(=O)N2CCCC2)n1 | i | · | -5.7 | i | -4% | -0.2% | -4% | 1% | 1%
CCC(C(=O)NCCCc1ccccc1)c1ccccc1 (stereo unspecified) | i | -7% | -0.6 | ? | 6% | -1.4% | -24% | -12% | -4%
CCc1ccc(C(=O)NNC(=O)c2ccc(=O)n(C)n2)cc1 | i | -1% | -1.3 | i | 8% | 0.1% | -2% | -9% | -3%
Cc1csc(C(=O)NCC(=O)NNC(=O)c2cccc(Cl)c2)c1 | i | 2% | 0.7 | i | 5% | -0.1% | 1% | 1% | -3%
COc1cc(/C=C/C(=O)O)cc(S(=O)(=O)Nc2cccc(S(=O)(=O)N3CCOCC3)c2)c1OC | i | -3% | -1.0 | i | 0% | -0.1% | 21% | 17% | -1%
COc1cc(/C=C/C(=O)NCC2CCCCC2)cc(OC)c1OC | i | -7% | -1.2 | i | -1% | 3.1% | 13% | 7% | 3%
O=C(NCCc1csc(-c2cccnc2)n1)c1ccccc1Br | i | 11% | -0.5 | i | -3% | -0.5% | 7% | -1% | 0%
O=C(N/N=C/c1cccn1-c1ccccc1)c1ccncc1 | i | 8% | -0.3 | i | -1% | 2.4% | -7% | -3% | 0%
O=C1C2CCCN2C(c2ccccc2)N1c1ccc(Cl)cc1 (stereo unspecified) | i | ? | 0.1 | i | -1% | -0.6% | -19% | 5% | -1%
O=C(O)CCCn1cc(NC(=O)COc2ccccc2[N+](=O)[O-])cn1 | i | 12% | -1.6 | i | 4% | 6.6% | -4% | -15% | 0%
O=C(CN1CCN(c2ccccc2F)CC1)N1CCc2ccccc21 | i | 1% | -0.5 | i | 6% | 0.0% | -9% | -18% | 2%
CC(C)(C)n1cnc2cc(NCc3ccccc3Cl)ccc21 | · | 14% | · | i | 0% | 0.9% | -33% | -20% | ·
O=C(CCN1CCOCC1)NNC(=S)NC(=O)c1ccc(Br)cc1 | i | -9% | -7.0 | i | 0% | -0.6% | -22% | -4% | 0%
CCOc1ccccc1NC(=O)CCS(=O)(=O)c1cccc2nsnc12 | i | 0% | -8.2 | i | 0%&2% | 0.4%&-0.5% | -27%&-17% | -4%&-5% | 2%
O=C(O)c1cc(-c2cccc3ccccc23)nc2ccccc12 | i | -2% | -1.0 | ? | -7% | -0.1% | -4% | -3% | -4%
CNc1ccc(/C=C\CCCO)cn1 | i | · | 0.6 | i | · | 0.0% | -8% | 8% | ·
O=C1Nc2cccnc2Sc2ccccc21 | i | 6% | -1.4 | i | -9% | 0.6% | 4% | 0% | -2%
CC(=O)/C(N=Nc1cc2c(c([N+](=O)[O-])c1C)C(C)(C)CC2(C)C)=C(\C)O | i | -4% | -0.3 | i | 0% | 0.2% | -12% | ? | -1%
Following part.
SMILES | pAkt inh | Nrf2 block | CCT chaperon mod | S2 tox | A549 tox | Nrf2 activator | HepG2 viability | TGFb SMAD3 inh | Mm-Cpn inhibitor
O=C(OCC(=O)N(Cc1ccccc1)C1CCS(=O)(=O)C1)c1cc2c(s1)CCCC2 (stereo unspecified) | i | 0% | -0.5 | i | 11% | -0.3% | -8% | 4% | -3%
CC(C)Oc1ccc(C(=O)NC2CCCCC2)cc1 | i | · | -0.7 | i | -3% | 3.1% | 3% | 0% | 2%
CCN(CC)C(=O)Cn1cc(C(=O)C(=O)N2CCN(c3ccc([N+](=O)[O-])cc3)CC2)c2ccccc21 | i | ? | 0.2 | ? | ? | 0.6% | -4% | 17% | -1%
Cn1c(N)c(C(=O)COC(=O)c2ccc(Cl)c(S(=O)(=O)N3CCCC3)c2)c(=O)n(C)c1=O | i | -21% | 1.5 | i | -3% | 4.2% | 4% | -11% | 6%
CC(C)Cc1ccc(CN2CCCC(NC(=O)c3ccoc3)C2)cc1 (stereo unspecified) | i | -10% | -2.7 | i | -11% | 0.9% | -7% | -1% | 3%
CCOC(=O)C1=C(C)NC(=O)NC1/C(C)=C/c1ccccc1 (stereo unspecified) | i | ? | -0.3 | i | -10% | 0.4% | 13% | 17% | -1%
COc1cc(OC)nc(NC(=O)COC(=O)C2CCCCC2)n1 | i | 15% | -1.6 | i | 1% | -0.6% | 1% | 1% | 1%
C=CCN(CC=C)Cc1cc(=O)n2c(-c3ccccc3)csc2n1 | i | 13% | -1.0 | i | -1% | 3.5% | 0% | 12% | -2%
CSc1cccc(NC(=S)N(CCCN2CCC(C)CC2)Cc2cccs2)c1 | i | -11% | -4.2 | i | 1% | 4.3% | -20% | ? | -1%
N/C(=N/O)c1ccccc1N1CCC(Cc2ccccc2)CC1 | i | ? | -0.2 | i | 2% | 0.1% | -55% | ? | -2%
COc1ccc2c(c1)C=C(CN1CCN(C(C)C)C(CCO)C1)CO2 (stereo unspecified) | i | 6% | 1.1 | i | -4% | 2.4% | -1% | 1% | 3%
CC(C)(C)C(=O)NCCc1nc2ccccc2n1CC(=O)c1ccccc1 | i | 7% | -3.5 | ? | 0% | 0.5% | -5% | -4% | 0%
CCN(Cc1nc(-c2cccc(C)c2)no1)C(=O)c1ccco1 | i | -4% | -0.9 | i | 1% | 1.7% | 1% | -2% | 1%
Cc1cccc(C(=O)NCC(=O)OCC(=O)c2cc(C)n(CC3CCCO3)c2C)c1 (stereo unspecified) | i | 7% | -0.6 | i | -7% | 2.3% | 2% | -15% | 1%
CCOCCCn1c(SCC(=O)Nc2ccc3[nH]c(=O)[nH]c3c2)nc2ccccc2c1=O | i | 5% | -1.4 | i | -15% | 2.7% | 4% | 0% | -1%
COC(=O)c1ccc(C2CC(=O)Nc3cc(OC)c(OC)cc32)cc1 (stereo unspecified) | i | -22% | 1.9 | i | 2% | 0.0% | 8% | 8% | -2%
O=C(COc1cc(F)ccc1[N+](=O)[O-])Nc1cccc(S(=O)(=O)NC2=NCCC2)c1 | i | -12% | -0.1 | i | -4% | 2.2% | 4% | -5% | -17%
O=C(CSc1nc(=O)n(CCCN2CCOCC2)c2c1CCC2)Nc1ccccc1F | i | 4% | 0.7 | ? | 9% | -0.2% | 0% | ? | 1%
CCCCC(=O)Nc1ccc(NCc2ccc(C)s2)cc1 | i | -10% | -1.7 | i | 1% | 4.3% | 8% | -4% | -3%
CCC1=NN2C(=N)/C(=C\c3ccc(SCc4ccco4)o3)C(=O)N=C2S1 | i | 6% | -1.2 | i | ? | ? | -20% | 9% | -3%
Cc1c(N(C(=O)Nc2ccccc2)C2=NCC(C)S2)c(=O)n(-c2ccccc2)n1C (stereo unspecified) | i | ? | -12 | i | 12% | -0.4% | 3% | -2% | 0%
COc1cc(C(CC(=O)Nc2cccc(C(C)=O)c2)N2Cc3ccccc3C2=O)cc(OC)c1OC (stereo unspecified) | · | 0% | · | i | 9% | 0.5% | -35% | -11% | ·
C#Cc1ccc([C@@H]2C=C(C(=O)O)O[C@H](OCCCCO)C2)cc1 | i | 5% | -2.3 | i | 0% | 5.2% | 1% | 3% | ·
COc1ccccc1NC(=O)CCN1C(=O)C2C3CCC(C3)C2C1=O (stereo unspecified) | i | 12% | -0.8 | i | -4% | 0.3% | -1% | 1% | 2%
Cc1ccc(CNC(=O)c2ccccc2N)cc1 | i | 0% | 0.7 | i | 1% | -0.4% | -12% | 2% | -1%
CCCCN1CC(=O)N2[C@H]3c4cc(Cl)ccc4OC[C@@H]3[C@H](c3ccccc3)[C@]2(C)C1=O | i | -4% | -0.1 | i | 0% | 1.2% | 3% | -12% | -4%
COc1ccc(S(=O)(=O)Nc2ccccc2C(=O)N2CCCC2)cc1C | i | 0% | -0.6 | i | -3% | 0.2% | -11% | -16% | 0%
CCN(Cc1ccccc1)C(=O)COC(=O)c1cc(Cl)nc(Cl)c1 | i | -8% | -0.8 | i | -18% | -0.7% | -69% | -1% | -1%

The order is random; any-hit rate near 4.4%.
